Source: PubChem (several laboratories)
GRK2 inh = blocks RNA aptamer binding to human GRK2 | 330,000 tested, 0.59% active | bead flow cytometry, FAM-aptamer displacement from GRK2 | AID 488847 | inhibition of aptamer binding, % at 10 µM | P25098;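 active = inhibition of aptamer binding above 40%, roughly 3 SD of noise, on plates passing a quality check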;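 also: median bead fluorescence of bound FAM aptamer so fluorescent compounds give negative values; no value below 0 was filed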
Target sequence (P25098 whole entry, looked up): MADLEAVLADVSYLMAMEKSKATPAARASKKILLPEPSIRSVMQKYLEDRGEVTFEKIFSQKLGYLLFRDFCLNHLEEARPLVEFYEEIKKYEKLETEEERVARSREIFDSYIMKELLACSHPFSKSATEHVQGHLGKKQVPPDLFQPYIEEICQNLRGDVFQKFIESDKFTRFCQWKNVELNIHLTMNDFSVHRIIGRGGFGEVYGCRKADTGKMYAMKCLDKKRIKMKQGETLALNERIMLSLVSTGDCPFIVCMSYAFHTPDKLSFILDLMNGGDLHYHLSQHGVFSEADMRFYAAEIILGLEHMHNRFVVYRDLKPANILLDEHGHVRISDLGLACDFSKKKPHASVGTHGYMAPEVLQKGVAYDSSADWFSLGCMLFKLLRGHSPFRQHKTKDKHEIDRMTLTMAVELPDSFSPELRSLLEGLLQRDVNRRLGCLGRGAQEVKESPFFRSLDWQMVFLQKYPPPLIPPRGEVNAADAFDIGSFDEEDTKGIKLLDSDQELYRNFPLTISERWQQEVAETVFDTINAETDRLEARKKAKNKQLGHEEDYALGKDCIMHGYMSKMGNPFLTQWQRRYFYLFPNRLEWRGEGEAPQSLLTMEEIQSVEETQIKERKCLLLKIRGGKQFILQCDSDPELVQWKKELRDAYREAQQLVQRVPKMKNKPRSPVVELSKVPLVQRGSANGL
MCL1 BIM primary = MCL1-BIM-BH3 interaction inhibition (human); inhibition, % at 10.9 µM; GST-MCL1 / FITC-Bim-BH3 fluorescence polarization; 320,000 tested, 0.68% active;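 active = inhibition above the mean inhibition of all tested compounds plus 3 SD, set per campaign, cut at about 40% in these data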;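 also: 0% = DMSO wells and 100% = unlabeled Bim-BH3 peptide control; higher means more loss of mP so more displacement of Bim peptide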
GLD-1 RNA inh = GLD-1-TGE RNA interaction inhibition (C. elegans) | Q17339 | purified GLD-1 + fluorescein TGE RNA, fluorescence polarization | inhibition, % at 5.96 µM | 320,000 tested, 0.44% active | AID 2280;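 active = percent inhibition above a per-plate cutoff, the plate mean of test compounds plus 3 SD, cut at about 30% in these data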;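 also: 0% = DMSO wells with GLD-1 and probe and 100% = wells lacking GLD-1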
BCLXL inh = Bcl-xL (human) inhibition. Q07817. GST-Bcl-xL / FITC-Bim BH3 peptide fluorescence polarization. inhibition, % at 10.9 µM. 320,000 tested, 0.7% active;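 active = inhibition above the mean of all tested compounds plus 3 SD, cutoff set per campaign, cut at about 30% in these data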;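 also: 0% = DMSO wells and 100% = unlabeled Bim-BH3 peptide competitor; inhibitors lower millipolarization by displacing the labeled peptide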
Target sequence (Q07817 whole entry, looked up): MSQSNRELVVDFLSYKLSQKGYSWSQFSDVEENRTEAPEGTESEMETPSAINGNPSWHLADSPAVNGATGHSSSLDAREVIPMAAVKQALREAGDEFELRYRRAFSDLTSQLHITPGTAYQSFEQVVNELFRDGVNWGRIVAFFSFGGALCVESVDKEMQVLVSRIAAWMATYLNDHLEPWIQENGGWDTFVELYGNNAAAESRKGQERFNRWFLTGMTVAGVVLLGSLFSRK
MEX-5 binding = C. elegans MEX-5 TCR-2 RNA binding activity; MEX-5/FITC-TCR2 RNA binding, fluorescence polarization; active compounds read low; activity score (negative = inhibition of binding), % at 10 µM; AID 1832; Q9XUB2; 300,000 tested, 0.38% active;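 active = inhibition past about -25% in most replicates, and total fluorescence under double the plate's negative control median, limit read from the data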;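 also: 0% = DMSO and -100% = 5 µM competing unlabeled TCR2 RNA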
CIT2 TOR yeast = yeast TOR pathway CIT2-GFP modulation. S. cerevisiae CIT2-GFP strain, flow cytometry, 3 h; 100 means same as DMSO wells. GFP response vs DMSO, % at 10 µM. 320,000 tested, 0.065% active;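 active = GFP response relative to DMSO above a set limit, near the screen mean plus 3 SD, cut at about 150% in these data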;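 also: ratio of well median GFP fluorescence to mean of DMSO wells on the plate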
VLA-4 inh = inhibition in a human VLA-4 binding assay; P13612; VLA-4 expressing cells, ligand binding flow cytometry; inhibition, % (about 7 µM as worked out from the volumes in the protocol); 330,000 tested, 0.2% active; AID 2557; in the data active = inhibition above about 50%
Yeast superoxide = caloric restriction mimetics inhibiting age-related superoxide in yeast | S. cerevisiae aged cells, superoxide DHE fluorescence; active compounds read low | superoxide response (% of plate mean), % at 10 µM | 330,000 tested, 0.18% active | AID 2690;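 active = superoxide response under a set limit, about three screen SD below normal, cut at about 65% in these data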;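 also: yeast aged for seven days with compound at 30 °C before DHE staining; 100% = average MFI of all compound-treated wells on the plate with controls excluded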
AGP1-GFP MLPCN = alters AGP1-GFP fluorescence in TOR pathway yeast screen; 320,000 tested, 0.02% active; AID 2066; GFP response vs DMSO, % at 10 µM; S. cerevisiae AGP1-GFP multiplex flow cytometry, 3 h; GFP as percent of DMSO wells;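 active = GFP response relative to DMSO above a set limit, near screen average plus 3 SD, cut at about 150% in these data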;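 also: median GFP channel fluorescence of the gated AGP1 strain per well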
* hit, by the source's call; x = no result given.

SMILES,MEX-5 binding,GLD-1 RNA inh,MCL1 BIM primary,BCLXL inh,VLA-4 inh,GRK2 inh,AGP1-GFP MLPCN,CIT2 TOR yeast,Yeast superoxide
COc1ccc(/C=N/NC(=O)c2ccccc2OCc2ccccc2)c(OC)c1,4.0,10,5,1,-5,0,87,x,102
C=CCOC(=O)CCC(=O)Nc1cccc2ccccc12,-1.0,-2,11,7,18,0,97,96,84
CC(C)=CC(=O)Nc1ccc(OCc2ccccc2)cc1,0.0,-4,14,8,15,0,93,94,88
COc1ccc(S(=O)(=O)NCCOc2ccccc2)cc1-n1cnnn1,-0.1,1,-1,1,10,0,105,88,99
Brc1ccc(-c2nn3c(-c4ccco4)nnc3s2)o1,-7.2,-2,22,12,8,2,91,84,94
Cc1ccc(C)c(NC(=O)Cn2c([N+](=O)[O-])cnc2C)c1,1.0,1,-2,6,-8,0,102,97,109
Cn1cccc1C1C(C#N)=C(N)OC2=C1C(=O)CCC2 (stereo not given),0.8,7,5,12,9,0,105,94,101
CC(OC(=O)CC1CCCCC1)C(=O)Nc1ccc(F)cc1 (stereo not given),-1.9,5,2,2,0,4,104,94,99
O=C(c1cccnc1)N1C2CCC1CC(O)(c1ccc(F)cc1)C2 (stereo not given),0.5,5,3,2,1,4,101,x,94
Cn1c(N)c(C(=O)COC(=O)c2cccc(S(=O)(=O)N3CCCCC3)c2)c(=O)n(C)c1=O,-1.8,4,-1,1,-4,1,101,94,114
CCN(CC)c1ccc2cc(S(=O)(=O)c3ccc(Cl)cc3)c(=O)oc2c1,-5.7,-28,-12,-1,-52,2,102,94,114
CC1CCN(S(=O)(=O)c2ccc(C(=O)Nc3nnc(C4=COCCO4)o3)cc2)CC1,0.5,-4,0,-3,6,0,94,x,113
CCCCOC(=O)c1nc(Cl)c(Cl)c(N)c1Cl,0.0,-8,2,-4,-6,2,91,95,105
Cc1cc(C(=O)NNS(=O)(=O)c2ccccc2C(F)(F)F)nn1C(C)(C)C,x,2,-1,4,2,0,112,102,94
COc1ccccc1NC(=S)N(Cc1cccnc1)Cc1ccco1,0.4,5,9,8,4,0,95,98,98
COCCCn1c(=O)c2ccccc2n(Cc2cc(C(=O)OC)ccc2OC)c1=O,-0.7,4,-5,-1,10,1,96,93,99
COc1ccc(C2=CC(=O)C[C@H](c3ccc(F)cc3)C2)cc1OC,x,-3,4,-3,-6,4,94,99,105
O=C(Cn1ncc2c(=O)oc3ccccc3c21)NCC1CCCO1 (stereo not given),-0.1,2,2,2,-22,1,102,102,102
Cc1cnnn1-c1ccc([N+](=O)[O-])cc1,1.5,-1,3,25,17,2,95,95,103
CN(Cc1ccc(F)cc1)C(=O)c1cccc(S(=O)(=O)N2CCN(c3ccccc3)CC2)c1,1.0,5,-6,-1,1,4,103,101,86
O=C(COC(=O)/C=C/c1cccc([N+](=O)[O-])c1)NCc1ccc2c(c1)OCO2,2.3,2,8,4,4,0,107,100,98
CCOP(=O)(c1ccc(N(C)C)cc1)C(O)c1ccc(C)cc1 (stereo not given),0.9,4,-8,2,5,0,104,105,84
CC(=O)c1cc(-c2ccccc2)n(CCC(=O)NCc2cccs2)c1C,3.0,-4,1,4,9,1,104,109,95
Cc1nnsc1C(=O)NC1CCCCC1,-0.3,1,7,7,9,4,106,108,109
N#Cc1ccc(-c2ccc(Cl)cc2)nc1SCC(=O)c1cccc(Cl)c1,-3.0,-6,-1,-5,0,0,104,88,86
COC(=O)c1cn(C(=O)c2cc(Br)ccc2Cl)c2ccccc12,-2.8,2,6,-4,15,2,101,101,75
COCc1ccc(CN2CCC(C(=O)Nc3cccc(-c4cscn4)c3)CC2)o1,x,8,4,-2,7,3,101,99,98
COc1ccc(-c2csc3ncnc(N4CCN(S(=O)(=O)c5ccc(C)c(C)c5)CC4)c23)cc1,-0.8,-2,-17,-10,7,0,107,86,102
COc1ccc(-c2nnc(SCC(=O)N3CCCCC3)o2)c(OC)c1,-0.8,2,-1,3,8,0,97,100,89
Cc1occc1C(=O)N(C)Cc1nc(-c2ccccc2)no1,-0.1,12,7,6,1,0,97,97,108
COc1ccc(-c2cc(N)n(CCC#N)n2)c(OC)c1,-1.3,-9,6,5,-6,2,81,91,95
CCOC(=O)C1=C(C)N(CCCC(=O)O)C(=O)NC1c1ccccc1OC(=O)c1cccs1 (stereo not given),0.1,2,1,0,x,x,x,x,x
COc1ccc(NC(=O)C/C(C)=N/NC(=O)c2cnccn2)c(OC)c1,0.6,0,3,1,-5,0,97,104,92
Cc1ccc(NC(=O)CCc2nnc3ccc(N4CCC(C)CC4)nn23)nc1,-6.8,4,5,1,21,1,101,94,98
CCOc1ccc(S(=O)(=O)Nc2ccc(C(=O)N3CCCC3)cc2)cc1,1.2,-2,3,10,-7,0,90,102,103
Cc1ccc(C(C(=O)NCc2ccccc2)N(Cc2ccco2)C(=O)c2snc(C(N)=O)c2N)o1 (stereo not given),-3.6,-4,3,9,-1,0,104,98,88
CCCCn1c(N)c(N(CCOC)C(=O)c2ccc(C)o2)c(=O)[nH]c1=O,2.6,10,-6,-1,21,6,107,105,83
O=C(CCN1C(=O)c2ccccc2C1=O)NCc1ccccc1,1.0,-1,5,-1,12,0,102,102,118
Cc1cc(C)n2nc(N)c(N=Nc3ccccc3)c2n1,1.0,-4,1,4,9,4,100,98,108
CCOc1ccc(Cl)cc1CSc1n[nH]c(C)n1,0.5,4,-2,1,-2,1,96,93,81
Cc1onc(-c2ccccc2)c1C(=O)N/N=C/c1cccs1,2.3,1,4,1,14,0,98,89,97
O=C1NCCN1CCN1C(=O)c2ccccc2NC1c1ccccc1 (stereo not given),0.3,7,1,4,26,0,108,99,122
O=C1CC(SCc2nc3ccccc3[nH]2)C(=O)N1c1ccc(F)cc1 (stereo not given),2.5,-3,8,8,0,0,105,103,102
CCN(CC)CCn1c(=N)n(CC(=O)c2ccc(C)cc2)c2ccccc21,2.0,-3,0,6,15,0,94,98,91
CC(C)n1nnnc1SCC(=O)NCc1cccs1,-0.1,5,2,3,2,3,97,97,78
NCCCNCCCCNCCCN,x,2,x,x,21,0,101,91,93
COc1ccc(NC(=O)c2cccc(C#N)c2)cc1NS(=O)(=O)c1ccc(F)cc1,2.5,0,-6,-3,5,1,101,104,89
Cc1ccc(S(=O)(=O)N2CCN(C(=O)CCCN3C(=O)NC4(CCCC4)C3=O)CC2)cc1C,x,1,-8,-14,4,1,103,102,100

Gathered by group: the entries above containing bromine (2)
SMILES,MEX-5 binding,GLD-1 RNA inh,MCL1 BIM primary,BCLXL inh,VLA-4 inh,GRK2 inh,AGP1-GFP MLPCN,CIT2 TOR yeast,Yeast superoxide
Brc1ccc(-c2nn3c(-c4ccco4)nnc3s2)o1,-7.2,-2,22,12,8,2,91,84,94
COC(=O)c1cn(C(=O)c2cc(Br)ccc2Cl)c2ccccc12,-2.8,2,6,-4,15,2,101,101,75

Continuation.
SMILES,MEX-5 binding,GLD-1 RNA inh,MCL1 BIM primary,BCLXL inh,VLA-4 inh,GRK2 inh,AGP1-GFP MLPCN,CIT2 TOR yeast,Yeast superoxide
CCn1c(SCC(=O)NC2CC2)nnc1-c1ccc(C)cc1,2.3,4,-5,-1,2,0,89,100,88
CCOC(=O)C1CCN(C(=O)COc2ccc(Cl)cc2Cl)CC1,4.4,13,2,2,-1,2,54,99,100
O=C(/C=C/c1ccc2c(c1)OCO2)c1cccnc1,-1.4,-6,1,1,5,0,102,101,81
c1ccc2c3c([nH]c2c1)-c1[nH]ncc1CC3,-0.5,1,-28,-1,-1,0,88,81,114
CCN(CC)CCN(Cc1cc2cc3c(cc2[nH]c1=O)OCO3)C(=S)NCCCOC,2.6,5,1,5,20,0,96,98,104
O=C(Cn1nnc2c(cnn2-c2ccc(F)cc2)c1=O)Nc1ccccc1C(F)(F)F,-2.1,0,2,2,4,1,96,97,96
Cc1oc(S(=O)(=O)N2CCCCC2)cc1NC(=O)Nc1ccc(Cl)cc1,-2.0,10,6,0,-6,2,99,98,111
CC12CCC(C(=O)N(CSC(=S)N/N=C\c3ccccc3)C1=O)C2(C)C (stereo not given),-0.6,3,2,4,2,0,90,84,125
CC1(C)c2[nH]c3ccccc3c2C[C@H]2C(=O)N(Cc3ccccc3)C(=O)N21,-3.0,12,1,0,9,0,86,85,100

Five entries drawn at random from the list so far:
SMILES,MEX-5 binding,GLD-1 RNA inh,MCL1 BIM primary,BCLXL inh,VLA-4 inh,GRK2 inh,AGP1-GFP MLPCN,CIT2 TOR yeast,Yeast superoxide
COc1ccc(/C=N/NC(=O)c2ccccc2OCc2ccccc2)c(OC)c1,4.0,10,5,1,-5,0,87,x,102
Cn1cccc1C1C(C#N)=C(N)OC2=C1C(=O)CCC2 (stereo not given),0.8,7,5,12,9,0,105,94,101
Cc1ccc(C)c(NC(=O)Cn2c([N+](=O)[O-])cnc2C)c1,1.0,1,-2,6,-8,0,102,97,109
Cn1c(N)c(C(=O)COC(=O)c2cccc(S(=O)(=O)N3CCCCC3)c2)c(=O)n(C)c1=O,-1.8,4,-1,1,-4,1,101,94,114
COCc1ccc(CN2CCC(C(=O)Nc3cccc(-c4cscn4)c3)CC2)o1,x,8,4,-2,7,3,101,99,98
